HCMV antiviral = qHTS Assay for inhibitors of the human cytomegalovirus (HCMV); 4.5% of 410,000 active; AID 1259415, 2018; activity change, negative = inhibition, % at 57.5 µM; HFF cells, HCMV-luciferase reporter, 72 h; active compounds read low; in the data active means activity change below about -60%; inconclusive means no clear call, values can overlap the other calls; inactive means above about -39%
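Human foreskin fibroblasts infected with luciferase-reporter HCMV at MOI 1 PFU/cell, compounds at two doses. Luciferase measured 72 h post infection; normalized to buffer-only basal and Salinomycin (10uM) controls.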
Starred values were filed as active, the others as inactive; ? = inconclusive. On the % scale 0 is the no-effect control and ±100 the full control effect.

A first look (6 entries):
SMILES	HCMV antiviral
CCOC(=O)C1=CCN(S(=O)(=O)c2ccc(F)cc2)C1c1ccc(F)cc1 (stereo not drawn)	-24
Cn1c(=O)n(C)c2cc(CNC(=O)[C@H]3O[C@@H](n4ccc(=O)[nH]c4=O)[C@H](O)[C@@H]3O)ccc21	-9
CCc1nc2ccc(C(=O)NC3CCN(Cc4ccccc4)CC3)cn2c1N(C)CCN1CCOCC1	-17
O=C(NCc1ccccc1)C1=CN2CCN(Cc3cccc(Cl)c3)C(=O)N=C2O1	-1
CSc1ccc(OC2(C)CCN(Cc3cc4ccccc4o3)C2)cc1 (stereo not drawn)	-11
CCCC(=O)N1CCCC1(C)C(=O)Nc1cccc(OC(C)C)c1 (stereo not drawn)	-6

Main list, from the first entry:
SMILES	HCMV antiviral
CCOC(=O)C1=CCN(S(=O)(=O)c2ccc(F)cc2)C1c1ccc(F)cc1 (stereo not drawn)	-24
Cn1c(=O)n(C)c2cc(CNC(=O)[C@H]3O[C@@H](n4ccc(=O)[nH]c4=O)[C@H](O)[C@@H]3O)ccc21	-9
CCc1nc2ccc(C(=O)NC3CCN(Cc4ccccc4)CC3)cn2c1N(C)CCN1CCOCC1	-17
O=C(NCc1ccccc1)C1=CN2CCN(Cc3cccc(Cl)c3)C(=O)N=C2O1	-1
CSc1ccc(OC2(C)CCN(Cc3cc4ccccc4o3)C2)cc1 (stereo not drawn)	-11
CCCC(=O)N1CCCC1(C)C(=O)Nc1cccc(OC(C)C)c1 (stereo not drawn)	-6
CC1Cc2[nH]c(=S)[nH]c(=O)c2C(c2ccc(F)cc2)O1 (stereo not drawn)	-6
CSc1nc2c(=S)[nH]c(=S)[nH]c2s1	-2
Cc1ccc(C)c(C(O)c2ncc(-c3ccc(C(F)(F)F)cc3)[nH]2)c1 (stereo not drawn)	-10
Cc1cccc(-n2ncc3c2CCCC3NC(=O)c2cccs2)c1C (stereo not drawn)	-75*
COc1ccc(NC(=O)C2(C)CCN2Cc2ccccc2Cl)cc1OC (stereo not drawn)	-22
Cc1cc2nc(-c3ccco3)c(CC(C)(C)C)n2c(C)c1Br	20
COc1ccc2c3c(n(C)c2c1)[C@@H](CO)N(C(=O)c1ccncc1)CC31CCN(C(C)=O)CC1	9
CCCCn1nnnc1C1(C)CCC(=O)N1Cc1cccnc1 (stereo not drawn)	-24
O=C1NC[C@@H](CCCCN2C[C@H](Cc3ccccc3)N(CCc3ccc(O)cc3)C(=O)C2=O)N(CCc2ccccc2)C1=O	-2
COCCCn1c(C(=O)NC2CCCCC2)cc2c(=O)n3cccc(C)c3nc21	2
CCOC(=O)C1=CCN(S(=O)(=O)c2cccc(Cl)c2)C1c1cccc(Cl)c1 (stereo not drawn)	-21
C[C@H]1[C@@H](NS(=O)(=O)c2ccc(Cl)cc2)CC[C@@]23CCCN2C(=O)CCC[C@@H]13	23
CCN(CC(=O)NCc1cccs1)C(=O)/C=C/c1ccc(F)cc1	11
CCC(C(=O)NC1CCCC1)n1c(C2CC2)nc2ccccc21 (stereo not drawn)	19
C[C@H]1CN([C@@H](C)CO)C(=O)CCCn2nncc2CO[C@H]1CN(C)S(=O)(=O)c1ccc(Oc2ccccc2)nc1	-7
CCN(CC)S(=O)(=O)c1ccc(-c2cn3ccccc3n2)cc1	-18
COc1ccc(Cc2c(-c3cccc(Br)c3)nc3ccc(Br)cn23)c(C)c1	31
COCCNC(=O)C1(C)CCCN(C(=O)c2ccccc2F)C1 (stereo not drawn)	?
COc1ccc(OCC(=O)Nc2ccc3c(c2)nc(CCN2CCN(c4ccccn4)CC2)n3C)cc1	?
COc1ccccc1-c1cc(NC=O)c2ncc(-c3ccc(F)cc3)n2c1	?
COC(=O)[C@]12CCCCC=C1N(Cc1ccccc1)C(=O)[C@H](CC(=O)NCc1cccc3ccccc13)C2	1
CC1(C(=O)NS(=O)(=O)c2cccs2)CCN1C(=O)CC1CC1 (stereo not drawn)	-31
OC(c1ccc(Cl)c(Cl)c1)c1ncc(-c2ccccc2C(F)(F)F)[nH]1 (stereo not drawn)	-16
CC(C)CC(c1nc2ccccc2[nH]1)n1c(-c2ccccc2Br)nc2ccccc21 (stereo not drawn)	-27
CNc1nc2cnc(Nc3cccc(F)c3)cc2n1CCOC	15
Cc1ccccc1CN(C)C[C@@H]1OCc2cnnn2CCCC(=O)N([C@H](C)CO)C[C@H]1C	27
COc1ccccc1CNC(=O)COC(=O)c1cnc(C)cn1	-18
CCOC(=O)C1CCCN(C(=O)c2cc(C)n(C(C)(C)C)n2)CC1 (stereo not drawn)	-14
COc1cc(C(=O)NC2CC2)cc(OC)c1OC	31
C/C(COc1ccccc1)=N\NC(=O)c1nnn(-c2nonc2N)c1CSc1ccc(C)cc1	37

Quoted at random: two compounds from above, in no set order.
SMILES	HCMV antiviral
COc1ccccc1CNC(=O)COC(=O)c1cnc(C)cn1	-18
C/C(COc1ccccc1)=N\NC(=O)c1nnn(-c2nonc2N)c1CSc1ccc(C)cc1	37

New compounds follow:
SMILES	HCMV antiviral
C[C@H]1CN([C@@H](C)CO)C(=O)c2cc(-c3cccc(C#N)c3)cnc2O[C@H]1CN(C)C(=O)c1ccccn1	-18
C[C@@H]1CN([C@H](C)CO)C(=O)CCCn2cc(nn2)CO[C@H]1CN(C)S(=O)(=O)c1ccccc1F	-21
COc1cc(C)ccc1S(=O)(=O)NC(=O)C1(C)CCN1C(=O)COc1ccc(Cl)cc1 (stereo not drawn)	49
O=C1NCN(c2ccccc2)C12CCN(C(c1ccnc3ccccc13)c1nnnn1C1CCCCC1)CC2 (stereo not drawn)	-20
Cc1ccccc1-c1cnc(C(O)c2cccc(C)c2C)[nH]1 (stereo not drawn)	1
CNc1cncc(-c2ccc(O)cc2C)n1	16
COC(=O)c1cc(Cl)ccc1NCC(N)c1ccccc1 (stereo not drawn)	41
Cn1c(=O)c2cc(NC(=O)NCc3ccccc3)ccc2n1C/C=C/c1ccccc1	73
CC1=C(C(=O)N(C(C)C)C(C)C)CC(CC(=O)NCCc2ccccn2)C(=O)N1Cc1ccc(F)cc1 (stereo not drawn)	-11
Cc1ccccc1-c1cnc(C(O)c2ccc(F)c(F)c2)[nH]1 (stereo not drawn)	52
CCCCNC(=O)c1ccc2nc(CC)c(N(C)Cc3ccc(OC)cc3)n2c1	-24
CCCc1nc2cc(C)c(Br)c(C)n2c1CC1CCCCC1	-15
CC(C)CNC(=O)C1(C)CCCCCN1Cc1ccccc1-c1ccccc1 (stereo not drawn)	0
O=C(Nc1ccc(Oc2ccccc2)cc1)c1csc([C@@H]2C[C@H](O)[C@@H](CO)O2)n1	-91*
CC(C)C(N)c1csc(NC(=O)Nc2ccccc2C(C)(C)C)n1 (stereo not drawn)	-2
O=C(Nc1cccc(Cl)c1Cl)c1csc([C@H]2C[C@H](O)[C@@H](CO)O2)n1	130
COc1ccc(-c2cc(NC=O)c3ncc(-c4ccccc4)n3c2)cc1OC	68
CN1OC[C@@H]2CN(Cc3ccc(Cl)cc3)[C@H](c3ccc(-n4ccnc4)cc3)C[C@@H]21	-6
OC1CCC(Nc2ccn3nc(-c4cccc(Cl)c4)cc3n2)CC1 (stereo not drawn)	107
CCOC(=O)C1CCCN(C(=O)c2ccc(C)c(F)c2)CC1 (stereo not drawn)	-2
COc1ccc(OC)c(N(CCN2C(=O)c3ccccc3C2=O)C(=O)C2CCC(=O)C2C)c1 (stereo not drawn)	-9
CCCCN1C(=O)C(=O)NC[C@@H]1Cc1ccc(O)cc1	14
CC(C)Cn1cc(-c2cccc3nccn23)cn1	25
CN(C)CCN(C)C1CN(Cc2ccccc2)S(=O)(=O)C1 (stereo not drawn)	12
COc1cccc(C(=O)N2[C@H](COCc3ccccc3)C=CS2(=O)=O)c1	-11
CC[C@H](C)[C@H]1CNC(=S)N1CC1CCN(CC)CC1	12
Cc1ccccc1Cn1c(C)c(C(=O)NCCC#N)sc1=O	0
Cc1cc(C)n2nc(CNS(=O)(=O)c3ccc(C(C)(C)C)cc3)nc2n1	7
Cc1cccc(CNC(=O)Nc2nnc([C@@H]3C[C@H](O)[C@@H](CO)O3)s2)c1	-8
COc1cccc(CNC(=O)[C@@H]2CCCN2C(=O)[C@@H]2CCCN2)c1	-3
CN1CCN(C(=O)c2cc3c(c(-c4cccc(Br)c4)n2)[C@@H](CCO)N(S(=O)C(C)(C)C)C3)CC1 (stereo partly drawn)	30
O=C(OCc1ccccc1F)c1cc(S(=O)(=O)N2CCCCC2)ccc1N1CCOCC1	-6
Cc1ccc(C(O)c2ncc(-c3ccccc3C)[nH]2)cc1F (stereo not drawn)	-2
O=C(Nc1oc2ccccc2c(=O)c1-c1ccc2c(c1)OCO2)c1ccco1	-4
COCCNC(=O)C1(C)CCCN(C(=O)c2c(F)ccc(C)c2F)C1 (stereo not drawn)	-64*
CCCCN1C(=O)C(CC(=O)NC2CCCC2)CC(C(=O)N(C(C)C)C(C)C)=C1C (stereo not drawn)	2

Looked up above.
HCMV antiviral result of `CCCCN1C(=O)C(CC(=O)NC2CCCC2)CC(C(=O)N(C(C)C)C(C)C)=C1C` (stereo not drawn) = 2
HCMV antiviral result of `COCCNC(=O)C1(C)CCCN(C(=O)c2c(F)ccc(C)c2F)C1` (stereo not drawn) = -64*
HCMV antiviral result of `O=C(OCc1ccccc1F)c1cc(S(=O)(=O)N2CCCCC2)ccc1N1CCOCC1` = -6

Next compounds:
SMILES	HCMV antiviral
O=C(COC(=O)c1cccc(Cl)c1Cl)NC1CCCCCC1	-3
CC1=C(C(=O)N(C(C)C)C(C)C)CC(CC(=O)NCCCN(C)C)C(=O)N1Cc1ccccc1 (stereo not drawn)	2
CC(=O)N1CCN(Cc2cc(=O)oc3ccc4ccccc4c23)CC1	-12
O=C1NC[C@@H](CCCCN2C[C@H](Cc3ccc(O)cc3)N(CC3CCCCC3)C(=O)C2=O)N(CCC2CCCCC2)C1=O	-5
CCc1nc2c(OCCn3cccc3)cccn2c1N(C)C(=O)C1CC1	-8
CCOC1=C2[C@@H](CN(S(=O)(=O)c3ccccc3)[C@H]2c2ccccc2)[C@H]2C(=O)N(c3ccccc3)C(=O)[C@H]2C1	17
Brc1ccc2c(c1)CN(CC1CCCCC1)Cc1cnnn1-2	-19
CC(=O)Oc1ccc(-c2csc(Nc3ccccn3)n2)cc1	19
Cc1cccc(C)c1NC(=O)c1csc([C@H]2C[C@H](O)[C@@H](CO)O2)n1	-30
CCOC(=O)C(c1nc2ccccc2[nH]1)n1c(-c2ccccn2)nc2ccccc21 (stereo not drawn)	77
COc1ccccc1Cc1c(C(C)(C)C)nc2ccc(C)cn12	26
COc1ccc(CCN2CCC(CN3C(=S)NC[C@@H]3Cc3ccccc3)CC2)cc1OC	-6
C=CCC(O)c1nc(C(=O)Nc2ccc(F)cc2)cs1 (stereo not drawn)	-14
O=C(NCc1cccc(F)c1)Nc1nnc([C@@H]2C[C@H](O)[C@@H](CO)O2)s1	-3
C[C@H](NC(=O)C1CCN(S(=O)(=O)c2ccccc2)CC1)C(=O)NCc1ccncc1	-4
N#CCCn1nc(Cc2cccc3ccccc23)c(C#N)c1N	40
CCOC(=O)[C@]12CCC=C1N(Cc1cccc3ccccc13)C(=O)[C@H](CC(=O)N1CCN(C(=O)C3CC3)CC1)C2	3
CCCc1c(Cc2cccc(F)c2)ncn1Cc1cccc(-c2ccccc2)c1	?
CC(C)C[C@@H](COCc1ccc(C(F)(F)F)cc1)N1CCN(C(=O)c2ccc(C(F)(F)F)cc2)CCC1=O	-26
COc1cccc(C(=Cc2ccc([N+](=O)[O-])cc2)C(=O)O)c1	-8
O=C(Nc1cccc(OC(F)(F)F)c1)C1Cc2c(-c3ccc4c(c3)OCO4)ccnc2O1 (stereo not drawn)	8
Cc1onc(-c2ccccc2)c1C(=O)OCC(=O)c1ccc(F)cc1	-29
CC(C)[C@H](NC(=O)c1ccc(Cl)c(Cl)c1)C(=O)N1CCC[C@H]1C(=O)NCCc1ccccc1Cl	22
Cc1ccc(S(=O)(=O)N2CC(CO)=CCC2c2ccccc2)cc1 (stereo not drawn)	?
CCCCCNc1ncnc2c(C)[nH]nc12	-27
CCCOc1ccccc1NC(=O)/C=C/c1ccc(OC)c(S(=O)(=O)N2CCOCC2)c1	-2
COc1ccc(-n2nnnc2C(CCc2ccccc2)N2CCC(n3c(=O)[nH]c4ccccc43)CC2)cc1 (stereo not drawn)	-95*
O=C1NC[C@@H](CCCCN2C[C@H](Cc3ccccc3)N(CCC3CCCCC3)C(=O)C2=O)N(CC2CCCCC2)C1=O	-17
COc1ccc(/C=C/c2cc(O)cc(O[C@@H]3O[C@H](CO)[C@@H](O)[C@H](O)[C@H]3O)c2)cc1O	87
CCCCCCCCN1C(=O)[C@H](CC(=O)NCCCN2CCCC2=O)C[C@@]2(C(=O)OC)CCCCC=C12	5
CCCN(C)C1CN(Cc2cn(Cc3ccc(F)cc3)nn2)S(=O)(=O)C1 (stereo not drawn)	-13
CSc1ncnc2c1ncn2CCCNCCCc1ccccc1	15
NC(=O)c1cccc(-c2coc3c(C(=O)NCc4ccccc4)cccc23)c1	?
CCOc1cccc(-c2cnc3cccnn23)c1	11
CC(C)C[C@H]1CNC(=S)N1C[C@H]1CCCN1C[C@H](Cc1ccc(O)cc1)N1C[C@H](Cc2ccccc2)N(CC2CCCCCC2)C1=S	-26
Cc1ccc(-c2nc3ccc(C)cn3c2Cc2ccccn2)cc1	-5
Cn1cc([C@]2(O)C(=O)Nc3c(F)cccc32)c2ccccc21	26
CCN(CC)C(=O)C1CCCN(C(=O)c2ccc3nc(-c4cccc(OC)c4)oc3c2)C1 (stereo not drawn)	31
O=S1(=O)CC(N2CCN(CCO)CC2)CN1Cc1cn(Cc2ccc(Cl)cc2)nn1 (stereo not drawn)	-18
Cc1ccc(C(=O)N2CCC(N3CCC(C(=O)N4CCOCC4)CC3)CC2)cc1	43
COc1cc(-c2coc3c(C(=O)Nc4ccc(C(C)C)cc4)cccc23)ccc1O	16
CN1CCN(c2cc(CNC[C@H]3O[C@@H](n4cnc5c(=O)[nH]c(N)nc54)[C@H](O)[C@@H]3O)ccc2F)CC1	24

Assay outcomes from PubChem.

Not all compounds are listed; the hit share may differ from the screen's.
